Screening data as filed in PubChem BioAssay.
Nrf2 inh = Nrf2 pathway inhibition; Potency, µM (series often up to 46 µM), for inactives: at the top dose activity change, negative = inhibition, actives largely listed as inhibitors; A549 ARE-Fluc reporter, luciferase luminescence, 18-24 h; 2.1% of 360,000 active; also: potency is read from the fitted curve at half-maximal effect; % is scaled to controls: 0 for no effect and ±100 for the full control effect; nearly all actives have a fitted effect of over 60% in size
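Nrf2 function is reported as luminescence of an ARE-controlled luciferase in A549 cells. Compounds were tested at several concentrations, and a CellTiter-Fluor read on the same wells flagged cytotoxicity.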
CCT modulator = modulators of cytosolic chaperonin (CCT/TRiC) activity; 0.3% of 360,000 active; activity change, % (no concentration beside the values), hits read low; purified chaperonin ATPase assay, HTRF ADP detection, 30 min; in the data active = activity change below about -30%; also: % is scaled to controls: 0 for no effect and ±100 for the full control effect
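We incubate TRiC, 40 or 20 nM final, with library compounds at 76 uM and 10 uM ATP for 30 min at 37 °C. ADP formed is detected with Transcreener HTRF reagents after 30 min at room temperature.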
Nrf2 activator = Nrf2 pathway activation; AREc32 ARE-luciferase reporter (MCF7-derived line), luminescence, 24 h; Potency, µM (highest dose often 46.1 µM), for the others: top-dose activation, actives largely listed as activators; 0.31% of 410,000 active; also: potency is read from the fitted curve at half-maximal effect; % of control where 0% means no effect; nearly all actives have a fitted effect of over 65% in size
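AREc32 cells carrying an ARE-driven firefly luciferase reporter were seeded at 1000 cells/well in OPTI-MEM with 5% FBS, then exposed to compound for 24 hr at 37 deg C. Luminescence was read with Steady-Glo after 30 min at RT.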
ATXN viability = viability counter-screen for ATXN expression inhibitors; 0.49% of 400,000 active; S2 cells (HEK-293 line with an ATXN2-luciferase reporter) viability, CellTiter-Fluor protease fluorescence, 24 h; Potency, µM (titrated, usually from 56.7 µM), hits mostly cytotoxic; also: potency is read from the fitted curve at half-maximal effect; nearly all actives have a fitted effect of over 40% in size
TGFb SMAD3 inh = TGF-b pathway inhibition. HepG2 CAGA-GFP TGF-b/SMAD3 reporter, GFP fluorescence, 18 h; TGF-beta stimulated, 500 pg/mL final. Potency, µM (titrated, usually from 46.1 µM), inactives show at the top dose activity, negative = inhibition, actives largely listed as inhibitors. 1.2% of 410,000 active. AID 588855; also: potency is read from the fitted curve at half-maximal effect; % is scaled to controls: 0 for no effect and ±100 for the full control effect; nearly all actives have a fitted effect of over 65% in size
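TGF-beta reporter screen: HEPG2 CAGA-GFP, 1% FBS, 500 pg/mL TGF-beta final, 18 h; per-cell GFP summed per well; curves fitted and categorized by class.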
Mm-Cpn inhibitor = M. maripaludis TRiC chaperonin inhibition | AID 504842 | Potency, µM (highest dose often 76.9 µM), without a hit: top-dose activity, negative = inhibition, hits mostly inhibitors | purified Mm-Cpn ATPase, ADP Transcreener TR-FRET | 0.031% of 330,000 active; also: potency is read from the fitted curve at half-maximal effect; % is scaled to controls: 0 for no effect and ±100 for the full control effect; nearly all actives have a fitted effect of over 80% in size
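Measured: ADP formation by purified Mm-CPN. Conditions: 25 nM protein, 10 uM ATP, Tris pH 7.4 with Mg2+, K+ and DTT, 37°C for 30 min. Detection: Transcreener HTRF after 30 min at room temperature.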
A549 viability = A549 cytotoxicity, counter-screen for Nrf2 inhibitors. A549 ARE-Fluc cells, CellTiter-Fluor viability, 18-24 h. 0.16% of 390,000 active. Potency, µM (series often up to 46 µM), inactives show at the highest dose activity change, negative = cytotoxicity, actives largely listed as inhibitors. AID 504648; also: potency is read from the fitted curve at half-maximal effect; % is scaled to controls: 0 for no effect and ±100 for the full control effect
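Cytotoxicity counterscreen: CellTiter-Fluor fluorescence was measured in A549 ARE_Fluc cells after 18-24 h of compound exposure in a concentration series. The subsequent BugLite luminescent read reports ARE-luciferase activity.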
pAkt inh = blocks phosphorylation of Akt. Neuro2A IGF-stimulated pAkt S473 HTRF, 20 min; active compounds read low. 0.32% of 360,000 active. activity change, % for hits at 50 µM. AID 651550; in the data active = activity change below about -80%; inconclusive = mostly about -51% to -80%; also: % is scaled to controls: 0 for no effect and ±100 for the full control effect
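Single-point screen (50 µM final compound) in Neuro2A cells stimulated 20 min with 6 nM IGF at 37 deg C. After lysis, Ser473-phosphorylated Akt read by HTRF (ex 330 nm, em 615/665 nm) as the 665/615 ratio.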
HepG2 tox = kills HepG2 cells in TGF-b inhibitor counter-screen; 0.76% of 410,000 active; AID 588856; HepG2 CAGA-GFP viability, ATP luminescence, 18 h; Potency, µM (titrated, usually from 46.1 µM), for inactives: top-dose activity change, negative = cytotoxicity, actives largely listed as cytotoxic; also: potency is read from the fitted curve at half-maximal effect; some results filed as inactive show a strong effect at the top dose
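HepG2 CAGA-GFP cells (1000/well, DMEM with 1% FBS) received compound, then TGF-beta at 500 pg/mL final, and were incubated 18 hours at 37 degrees C. Viability was read by CellTiter-Glo luminescence. Media-only wells were set as complete cell-killing and DMSO as no toxicity.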
The depositor's hits bear a star; i = inactive; ? = inconclusive; . = no result given; [ ] = remark or other dose. Unless noted, calls follow the shape of the dose curve; as a rule, active = well fitted curve in the direction sought with a large enough effect; inconclusive = small, poorly fitted or top-dose-only effect, or another doubt; inactive = no such curve, though single readings can be large; an effect the other way counts as inactive or inconclusive.

SMILES | Nrf2 inh | CCT modulator | Nrf2 activator | ATXN viability | TGFb SMAD3 inh | Mm-Cpn inhibitor | A549 viability | pAkt inh | HepG2 tox
O=C1N[C@@H](Cc2c[nH]c3ccccc23)COC(=O)[C@H](Cc2ccc(F)cc2)C/C=C\C[C@@H]1CC(=O)N(CCO)Cc1ccccc1 | ? | 0.6 | 3.4% | ? | ? | -2% | -22% | i | 3%
CC(=O)Nc1ccc(S(=O)(=O)c2cc(O)ccc2O)cc1 | 0% | 0.8 | -0.9%[9.22 µM] | i | 22% | 1% | 9% | i | 0%
CCN(CC)CCC(c1ccc(N(C)C)cc1)c1c(OC)cc(OC)c2c1OC(=O)CC2c1ccc(N(C)C)cc1 (stereo unspecified) | 4% | . | . | . | 5% | . | -16% | . | -1%
CCOc1ccccc1NC(=O)COC(=O)c1nc2nccc(C)n2n1 | 5% | -4.5 | 0.1% | ? | 23% | -1% | -3% | i | 2%
COCc1cn(-c2nc3ccccc3s2)nn1 | . | 0.5 | 0.6% | i | . | . | . | i | .
COc1ccc(C(=O)OCCCN(C)C)cc1OC | 10% | -0.4 | 1.0% | ? | -10% | 2% | 10% | i | 2%
COc1ccc(/C=C/C(=O)OCC(=O)c2ccc[nH]2)cc1 | 7% | -6.2 | 0.3% | i | 13% | -8% | 0% | i | 7%
Cc1ccc(S(=O)(=O)CCC(=O)OCC(=O)c2cc(C)n(C)c2C)cc1 | 18% | -0.3 | 0.6% | ? | -7% | -2% | -6% | i | -2%
COc1cccc2c3c(c(=O)[nH]c12)CC(C)(C)O3 | -1% | 0.3 | 5.1% | i | ? | . | -4% | i | -16%
Cc1ccc(C(=O)Nc2ccc3ncccc3c2)cc1 | ? | 0.1 | -1.6% | ? | 0% | -1% | 2% | i | -16%
CCc1nnc2c(N3CCN(c4cccc(C(F)(F)F)c4)CC3)nc3ccccc3n12 | 1% | . | -1.0% | . | ? | . | 2% | . | -16%
CC(C)CNC(=O)CN(C)S(=O)(=O)c1ccc(F)cc1 | 3% | -2.5 | 0.2% | i | 0% | 0% | 2% | i | 2%
Cc1ccc(S(=O)(=O)N2CCN(C(=O)c3ccc(COc4ccccc4)o3)CC2)cc1 | 23µM* | 0.5 | -0.3% | i | 5% | 1% | -4% | i | -21%
COc1ccccc1N1C(=O)CSC1=NC(=O)c1ccccc1 | -11% | -1.7 | 5.8% | i | -22% | -7% | -13% | i | -27%
Cc1csc(C(C#N)C(=O)c2cc3ccccc3o2)n1 (stereo unspecified) | ? | 2.3 | -0.1% | ? | -1% | -5% | ? | i | -26%
Cc1ccc(S(=O)(=O)N2CC[C@@H]2C(=O)O)cc1 | 12% | -2.0 | -0.6% | i | -14% | . | -3% | i | -62%
O=C(OCc1nnc(-c2ccccc2)o1)c1cc(=O)c2ccccc2o1 | 10% | -3.0 | 8.1% | i | 5% | 0% | 2% | i | -14%
Cc1ccc(C)c(N2CCN(C(=O)C(CC(C)C)NS(=O)(=O)c3ccc4nc(C)sc4c3)CC2)c1 (stereo unspecified) | ? | . | -1.1% | ? | 9% | . | -10% | . | 9%
CCCCN1C(=O)CCC(C(=O)O)C1c1ccc([N+](=O)[O-])cc1 (stereo unspecified) | -8% | 0.5 | 0.3% | i | 4% | 0% | 5% | i | 3%
COc1ccc(NC(=O)c2cc(N3C(=O)C4C5CCC(C5)C4C3=O)ccc2Cl)c(OC)c1 (stereo unspecified) | -6% | 0.7 | 0.5% | i | 0% | 0% | -2% | i | 4%
Cc1ccc(C(=O)N2CCN(c3ccccc3F)CC2)cc1NC(=O)c1nsc2ccccc12 | . | . | -0.1% | i | -14% | . | 0% | . | -27%
CC(=O)c1c(C)[nH]c(C(=O)N2CCCC(C)C2)c1C (stereo unspecified) | -26% | 0.0 | 0.1% | i | -2% | 0% | 2% | i | -4%
O=C(NCCCN1CCOCC1)c1ccccc1-c1ccccc1 | 6% | 0.0 | -0.1% | i | 6% | -4% | 3% | i | 9%
O=C(O)c1ccc(F)c(S(=O)(=O)Nc2ccccc2Cl)c1 | . | 0.2 | -1.2% | i | -21% | 0% | 0% | i | -1%
COc1cccc(-c2sc3ccc(OC)cc3c2-c2ccc(OCCN(C)C)cc2)c1 | ? | -0.3 | -3.0% | ? | ? | -24% | ? | i | 14µM*

Continued:
SMILES | Nrf2 inh | CCT modulator | Nrf2 activator | ATXN viability | TGFb SMAD3 inh | Mm-Cpn inhibitor | A549 viability | pAkt inh | HepG2 tox
COc1ccc(CCNC(=O)c2ccc(CS(=O)(=O)Cc3ccc(C)cc3)o2)cc1OC | . | -1.0 | 2.9% | i | -3% | . | . | i | -52%
COc1ccc(C(=O)N(CC2CCCO2)C(C(=O)NC2CCCC2)c2ccc(Cl)cc2)cc1OC (stereo unspecified) | 0% | 0.3 | -0.4% | i | -3% | -7% | -5% | i | -5%
Cc1ccc(C)c(Cn2nc(-c3ccccc3)ccc2=O)c1 | -14% | 1.2 | 4.7% | ? | 0% | 0% | -4% | i | -16%
O=C(Nc1nnc(C2CC2)s1)c1cc(S(=O)(=O)N2CCN(c3ccccc3)CC2)ccc1Cl | -1% | 2.1 | 0.0% | i | ? | -13% | 4% | i | -35%
CCCCCC(=O)Nc1ccc2ccccc2c1 | ? | 1.5 | 2.1% | ? | -4% | 0% | 10% | i | -12%
c1ccc2nc(N3CCCC3)c(N3CCCCC3)nc2c1 | -7% | -11 | -0.2% | i | -5% | . | 3% | i | 2%
Cc1cc(OCC(=O)NCc2ccncc2)c2c(C)cc(=O)oc2c1 | 22% | 1.3 | 3.4% | i | 5% | ? | 3% | i | -1%
CCCCC(=O)Nc1ccc(C(=O)Nc2cc(C(F)(F)F)ccc2Cl)cc1 | ? | -5.4 | 0.2% | i | -21% | 1% | -13% | i | -26%
CCOc1ncccc1C(=O)Nc1cccc(-c2nnc3n2CCCCC3)c1 | -18% | 1.6 | 1.8% | i | 7% | 0% | 0% | i | -1%
C[C@@H]1CN([C@@H](C)CO)S(=O)(=O)c2ccc(-c3ccccc3)cc2O[C@@H]1CN(C)Cc1ccccc1C(=O)O | . | -2.1 | 0.8% | i | 21% | . | . | i | 3%
Cc1ccc(Cn2cc(CN3CC(N4CCN(CCO)CC4)CS3(=O)=O)nn2)cc1 (stereo unspecified) | . | -0.5 | 0.5% | i | . | . | . | i | .
Cc1c(C(=O)N(Cc2ccccc2)Cc2cccnc2)cnn1-c1ccc(F)cc1 | 9% | 0.9 | 0.3% | i | -17% | 0% | -1% | i | -31%
CCc1nn(C(C)C(=O)NCc2cccc(Cl)c2)c(=O)c2cc3occc3n12 (stereo unspecified) | -8% | -1.8 | -0.6% | i | -1% | 1% | 0% | i | -12%
C/C(=N\NC(=O)Cc1cccc2ccccc12)c1ccncc1 | ? | -1.1 | 0.8% | i | 13% | 1% | -13% | i | -2%
O=c1n(Cc2ccc(Cl)cc2)nc2n1-c1ccccc1OC2 | 2% | . | -0.1% | i | 4% | . | -1% | . | -4%
COc1cc(Cl)ccc1NC(=S)N(CCN1CCOCC1)C1CCN(C(C)=O)CC1 | 28% | 2.7 | 0.4% | i | 14% | 1% | 9% | i | 14%
CCc1ccc(OCc2nnc(NC(=O)c3cccs3)s2)cc1 | . | -0.8 | 0.2% | i | 16% | -3% | 8% | i | 7%
CCCc1nnc(SCC(=O)Nc2nc(C)cs2)n1CCOC | 12% | -0.3 | 2.3% | i | 4% | 0% | -4% | i | -10%
Cc1ccc(C(=O)/C=C/Nc2ccc3c(c2)OCO3)cc1 | ? | -3.5 | 17% | i | ? | 0% | -17% | i | 11%

A different layout for eleven compounds above.
| Molecule | Nrf2 inh | CCT modulator | Nrf2 activator | ATXN viability | TGFb SMAD3 inh | Mm-Cpn inhibitor | A549 viability | pAkt inh | HepG2 tox |
| --- | --- | --- | --- | --- | --- | --- | --- | --- | --- |
| COc1ccc(CCNC(=O)c2ccc(CS(=O)(=O)Cc3ccc(C)cc3)o2)cc1OC | . | -1.0 | 2.9% | i | -3% | . | . | i | -52% |
| COc1ccc(C(=O)N(CC2CCCO2)C(C(=O)NC2CCCC2)c2ccc(Cl)cc2)cc1OC (stereo unspecified) | 0% | 0.3 | -0.4% | i | -3% | -7% | -5% | i | -5% |
| Cc1ccc(C)c(Cn2nc(-c3ccccc3)ccc2=O)c1 | -14% | 1.2 | 4.7% | ? | 0% | 0% | -4% | i | -16% |
| O=C(Nc1nnc(C2CC2)s1)c1cc(S(=O)(=O)N2CCN(c3ccccc3)CC2)ccc1Cl | -1% | 2.1 | 0.0% | i | ? | -13% | 4% | i | -35% |
| CCCCCC(=O)Nc1ccc2ccccc2c1 | ? | 1.5 | 2.1% | ? | -4% | 0% | 10% | i | -12% |
| c1ccc2nc(N3CCCC3)c(N3CCCCC3)nc2c1 | -7% | -11 | -0.2% | i | -5% | . | 3% | i | 2% |
| Cc1cc(OCC(=O)NCc2ccncc2)c2c(C)cc(=O)oc2c1 | 22% | 1.3 | 3.4% | i | 5% | ? | 3% | i | -1% |
| CCCCC(=O)Nc1ccc(C(=O)Nc2cc(C(F)(F)F)ccc2Cl)cc1 | ? | -5.4 | 0.2% | i | -21% | 1% | -13% | i | -26% |
| CCOc1ncccc1C(=O)Nc1cccc(-c2nnc3n2CCCCC3)c1 | -18% | 1.6 | 1.8% | i | 7% | 0% | 0% | i | -1% |
| C[C@@H]1CN([C@@H](C)CO)S(=O)(=O)c2ccc(-c3ccccc3)cc2O[C@@H]1CN(C)Cc1ccccc1C(=O)O | . | -2.1 | 0.8% | i | 21% | . | . | i | 3% |
| Cc1ccc(Cn2cc(CN3CC(N4CCN(CCO)CC4)CS3(=O)=O)nn2)cc1 (stereo unspecified) | . | -0.5 | 0.5% | i | . | . | . | i | . |
